rCAG binder: r(CAG) repeat RNA binding; TO-PRO-1 dye displacement fluorescence; inhibition, % at 3 µM; 370,000 compounds, 1.3% hits; AID 651821;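 active = inhibition above the plate cutoff, the mean of all test compounds on that plate plus 3 SD, cut at about 35% in these data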;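 note: 0% = DMSO alone and 100% = 100 µM mitoxantrone as full dye displacement; higher means more dye released from RNA so lower well fluorescence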
PRMT1 inh: inhibitors of human PRMT1 | 370,000 compounds, 1.3% hits | AID 652257 | recombinant PRMT1, activity-based probe fluorescence polarization | inhibition, % at 2.79 µM | Q99873;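 active = inhibition above about 21% made by adding two undisclosed values, limit read from the data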
HTRA1 inh: HTRA1 (human) protease inhibition; Q92743; recombinant HTRA1, FP-rhodamine activity-based probe, fluorescence polarization; inhibition, % at 5.96 µM; 340,000 compounds, 0.5% hits; in the data active = inhibition above about 36%;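 note: 0% = enzyme with DMSO and 100% = wells lacking enzyme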
UHRF1 MBD2 ctr: blocks human UHRF1 binding to methylated DNA; Q96T88; AID 687016; 370,000 compounds, 0.75% hits; UHRF1 binding to methylated oligo, TR-FRET; inhibition, % at 4.4 µM; in the data active = inhibition above about 21%;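 note: UHRF1 SRA domain binding a hemimethylated CpG hairpin DNA probe; 0% = median of test compound wells and 100% = reference inhibitor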
Target sequence (Q96T88 whole entry, looked up, the tested form may be a part): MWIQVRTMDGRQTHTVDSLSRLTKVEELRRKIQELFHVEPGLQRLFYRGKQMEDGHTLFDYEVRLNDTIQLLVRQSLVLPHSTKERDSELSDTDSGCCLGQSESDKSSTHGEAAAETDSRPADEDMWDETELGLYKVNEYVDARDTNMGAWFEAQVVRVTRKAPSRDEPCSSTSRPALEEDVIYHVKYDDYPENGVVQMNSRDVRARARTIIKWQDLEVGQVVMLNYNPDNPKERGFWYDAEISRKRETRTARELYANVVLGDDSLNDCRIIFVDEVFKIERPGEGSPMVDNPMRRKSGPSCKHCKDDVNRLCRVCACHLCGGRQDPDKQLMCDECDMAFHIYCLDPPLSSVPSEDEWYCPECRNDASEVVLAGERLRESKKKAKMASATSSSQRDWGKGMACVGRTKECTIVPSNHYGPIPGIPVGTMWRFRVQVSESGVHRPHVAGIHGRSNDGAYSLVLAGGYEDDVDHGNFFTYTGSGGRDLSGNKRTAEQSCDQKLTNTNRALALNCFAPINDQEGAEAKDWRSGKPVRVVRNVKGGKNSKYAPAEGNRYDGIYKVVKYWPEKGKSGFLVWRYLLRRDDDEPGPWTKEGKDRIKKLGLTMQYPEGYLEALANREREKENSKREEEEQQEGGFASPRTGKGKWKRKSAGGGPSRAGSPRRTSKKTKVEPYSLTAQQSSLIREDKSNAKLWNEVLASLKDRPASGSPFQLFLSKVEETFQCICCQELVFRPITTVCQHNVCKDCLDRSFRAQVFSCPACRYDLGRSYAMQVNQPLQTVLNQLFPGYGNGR
Rev-erbA mod: modulators of human Rev-erb alpha DNA binding; P20393; Rev-erbα–FITC-DNA binding, fluorescence polarization, 90 min; activity, % at 10 µM; 370,000 compounds, 0.79% hits; AID 1259318;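 active = activity above about 14%, limit read from the data; passing the limit was not always enough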;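 note: 0% = DMSO wells with 35 nM protein and 100% = DMSO wells with 750 nM protein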
LEDGF integ inh: blocks HIV-1 LEDGF/p75-dependent DNA integration | AID 743269 | TR-FRET IN-LEDGF/p75 DNA integration, Eu/Cy5 | inhibition, % at 3.7 µM | 370,000 compounds, 0.64% hits;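 active = inhibition above the screen-wide mean plus 3 SD, cut at about 13% in these data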;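 note: signal is the Cy5 over europium emission ratio at 671 and 618 nm; 0% = plate median of compound wells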
TCR CD3 inh: inhibitors of human TCR-CD3 interaction; TAMRA-labeled TCR probe fluorescence, biochemical; inhibition, % at 9.4 µM; 360,000 compounds, 0.37% hits; AID 651800; in the data active = inhibition above about 19%;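 note: recombinant mutant TCR 2C K166C tagged with TAMRA read by polarization; 0% = receptor in buffer alone and 100% = receptor with positive control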
mABHD4 FP: inhibitors of mouse ABHD4; AID 720543; 370,000 compounds, 0.54% hits; inhibition, % at 8.92 µM; purified mABHD4, FP-Rh probe fluorescence polarization;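 active = inhibition exceeding the mean over every tested compound plus 3 SD, cut at about 30% in these data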;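 note: 0% = plate median of compound wells and 100% = S159A mutant with DMSO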
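Test system: mABHD4 protein | Buffer or medium: HEPES pH 7.0 buffer, 150 mM NaCl, 0.01% Pluronic F-127 | Probe or stimulus: FP-Rh fluorescent activity-based probe, added after compound pre-incubation | Timing: Pre-incubation 45 min, probe exposure 60 min, at 25 °C | Technique: Fluorescence polarization, excitation 525 nm, emission 598 nm, BODIPY TMR filters | Repeats: Single well per compound (singlicate)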
PG9 binder: PG9 antibody binding by small molecule; 360,000 compounds, 0.43% hits; inhibition, % at 6.7 µM; TR-FRET gp120-PG9 antibody binding; AID 624416; in the data active = inhibition above about 8.5%
MBD2 inh: inhibitors of human MBD2 binding to methylated oligonucleotide; Q9UBB5; TR-FRET; inhibition, % at 4.4 µM; 370,000 compounds, 0.31% hits; AID 686964; in the data active = inhibition above about 13%
* marks the source's active call; other numbers are inactive results; . = no result given.

Compound	rCAG binder	PRMT1 inh	HTRA1 inh	UHRF1 MBD2 ctr	Rev-erbA mod	LEDGF integ inh	TCR CD3 inh	mABHD4 FP	PG9 binder	MBD2 inh
Cc1ccc2[nH]c(C(=O)N3CCC(C(N)=O)CC3)cc2c1	-1	-2	-4	-3	-2	-1	1	3	0.4	1
COc1ccc(N2CCN(Cc3cc(=O)oc4ccc(Cl)cc34)CC2)cc1	1	0	-1	-2	-4	-1	2	2	-0.2	-2
Cc1cccc(OCC(=O)NCC(c2cccs2)N2CCOCC2)c1 (stereo unspecified)	-4	-1	-2	-3	-3	-1	4	0	0.8	-1
Cc1cc(NC(=S)N(CCCN2CCN(C)CC2)Cc2ccco2)ccc1Cl	-6	-3	5	17	-2	-1	6	-5	0.5	0
CCn1c(SCC(=O)NNC(=O)Cc2ccccc2)nnc1-c1ccccc1	-2	-8	1	-6	-2	3	5	4	-2.6	-2
COc1ccc(-c2nc(-c3cccnc3)no2)cc1OC	0	-1	2	-3	-3	-1	4	-8	-1.5	-2
O=c1[nH]c(/C=C\c2cccc(F)c2)nc(O)c1[N+](=O)[O-]	3	-1	6	0	-7	5	-3	-7	-0.5	0
Cc1cc(=O)n(Cc2ccc(OC(C)C)cc2)c(=S)[nH]1	-2	1	0	6	-6	2	-7	-5	-0.9	2
COc1ccccc1NC(=O)C(=O)NCC1CCCN1S(=O)(=O)c1cccs1 (stereo unspecified)	3	-1	-3	3	-1	-4	-4	2	1.6	-3
COC(=O)c1c(C)[nH]c(C(=O)COC(=O)c2c(C)noc2C)c1C	1	5	-6	-3	0	-4	-1	2	-0.2	4
COc1ccc(N2CCN(S(=O)(=O)Cc3ccccc3)CC2)cc1	1	2	3	4	1	3	-7	-4	-1.8	0
C/C(=N\Nc1ccccn1)c1ccc2c(c1)OCO2	-2	3	3	0	-5	-3	4	5	-1.6	-3
Cc1cccc(CSc2nnc(N)n2-c2ccccc2)c1	-3	-2	-1	1	2	-1	5	5	1.8	-2
Cc1cccc2cc(COC(=O)C3CCCCC3)c(=O)[nH]c12	1	-1	7	3	2	-2	6	6	0.6	0
COc1ccc(C(=O)N(C)C(C)c2ccon2)cc1OC1CCN(C(C)C)CC1 (stereo unspecified)	-3	1	2	3	2	-3	-6	1	-1.5	-1
CSc1nncc(/C(C)=N\Nc2ccccc2)n1	4	0	3	-7	-11	1	2	4	-2.7	-2
O=C(O)c1ccc2oc(=O)c(S(=O)(=O)c3ccc(F)cc3)cc2c1	2	6	3	4	1	1	-5	-2	-0.1	3
CC(=O)c1cccc(S(=O)(=O)N2CCn3cccc3C2C)c1 (stereo unspecified)	16	10	-5	8	-8	0	5	4	0.7	3
COc1ccc(NCc2cc3ccccc3[nH]c2=O)cc1	2	2	17	-7	3	1	-3	15	0.2	-5
COc1ccccc1CN=c1c([N+](=O)[O-])nn(-c2ccc3c(c2)OCCO3)n1O	6	-3	-6	-2	6	1	6	-10	-2.9	-5
CCN(CC)C(=O)[C@H]1CC(CC(=O)NCCCn2ccnc2)C(=O)N2CCc3c([nH]c4ccccc34)[C@]12C (stereo partly specified)	-1	3	0	1	-1	-3	-5	0	-0.1	0
NC(=O)c1cc([N+](=O)[O-])ccc1NCc1cnccn1	1	-2	-3	1	7	-1	2	2	1.5	-4
CCOc1cc(C(=O)Nc2cc(C)on2)cc(OCC)c1OCC	-10	2	-7	2	0	0	-2	8	1.0	2
O=C(NCCCNC(=O)c1cc(Cl)ccc1Cl)c1ccccn1	-1	-4	2	-2	9	2	4	-3	-1.9	-1
Cc1cc(C)c(S(=O)(=O)N2CCN(C(=O)CN3C(=O)NC4(CCCC4)C3=O)CC2)c(C)c1	0	-1	3	4	1	-2	-13	-4	0.1	5
COc1ccccc1CNC(=O)C1CCCN1S(=O)(=O)c1cccc2cccnc12 (stereo unspecified)	1	-5	-12	1	-4	1	0	1	-1.2	3
CC(C)CNC(=O)C1CCN(S(=O)(=O)c2ccc(-n3cnnn3)cc2)CC1	-1	3	1	0	3	-7	-2	3	-0.1	-1
CCc1c(C)nc(N2CCN(Cc3ccccc3)CC2)[nH]c1=O	-4	0	-2	-1	-1	-1	-4	-1	0.5	-4
Cc1cccc(-n2ncc3c(NCCN4CCOCC4)ncnc32)c1	2	2	-1	2	8	0	-16	-14	1.0	6
O=C(C[n+]1ccncc1)c1ccccc1	10	-2	7	-6	0	5	3	2	-0.3	-1
COCCNC(=O)C1(C)CCCN(Cc2cc(-c3ccccc3)on2)C1 (stereo unspecified)	0	-3	.	-2	-7	0	5	5	0.4	0
COC(=O)[C@]1(C)N[C@H](CN(C)S(=O)(=O)c2ccc(-c3ccccc3)cc2)[C@@H]2C(=O)N(Cc3ccccc3)C(=O)[C@@H]21	6	-2	-3	-1	-1	0	0	3	-1.4	-5
CCc1ccc2c(CN3CCN(S(=O)(=O)c4ccccc4F)CC3)cc(=O)oc2c1	6	-5	-18	0	-5	1	8	1	-0.6	-3
Cc1cc(NNC(=O)c2cccc(C(F)(F)F)c2)nc2c1c(C)nn2C	-1	2	7	-2	-5	-2	5	3	-0.8	-4
COc1cc(-c2noc(C)n2)cc(OC)c1OC	-3	5	-2	-2	4	-4	-2	2	-0.3	-3
CC(C)NC(=S)NNC(=O)C12CC3CC(CC(C3)C1)C2	3	-3	1	1	1	-1	1	2	-0.2	-6
CCOC(=O)c1sc(NC(=O)/C=C/c2c(F)cccc2Cl)nc1C	6	0	-6	-1	-11	-4	-2	22	-1.1	2
COC(=O)C1=C(C)NC(=S)NC1c1ccc(OCC(=O)N2CCCCC2)c(OC)c1 (stereo unspecified)	-2	4	12	3	0	-5	-4	2	1.2	-2
COCc1cc(C)nc(SCC(=O)Nc2ccc3c(c2)OCO3)c1C#N	7	-3	1	-1	-4	5	0	-8	-1.8	-2
CCc1ccc(C(=O)Nc2nc(C)cs2)s1	-1	1	-5	0	-1	0	-6	1	0.6	-3
CCOc1ccc(OCC(=O)Nc2cc(Cl)ccc2-n2cncn2)cc1	3	7	-5	1	2	-7	-4	0	0.8	1
OCC1OC(n2cnc3c(/C=C(\O)c4ccccc4)ncnc32)C(O)C1O (stereo unspecified)	0	-3	-1	0	-2	3	6	0	0.0	-2
O=C(Nc1cc(S(=O)(=O)N2CCOCC2)ccc1Cl)c1ccc(=O)[nH]c1	2	-6	-3	2	-12	2	1	-4	-1.9	2
CC1CCCCN1C(=O)CSc1nc2cc3c(cc2c(=O)n1Cc1ccc2c(c1)OCO2)OCO3 (stereo unspecified)	1	1	-11	0	-4	0	1	-2	-2.7	2
CCOC(=O)c1nn(-c2ccccc2C)c2nc(Nc3ccccc3)cc(=O)n12	2	4	-23	-1	4	1	1	-2	2.5	-3
O=[N+]([O-])c1cc(S(=O)(=O)Nc2ccccc2)ccc1-n1nnc2ccccc21	33	-2	-10	1	1	-2	2	-4	-1.7	0
O=C(O)c1ccccc1C(=O)Nc1nccs1	-1	1	1	1	0	-4	-3	1	0.5	-2
Cn1cnnc1SCC(=O)Nc1ccccc1Oc1ccccc1	-5	-7	0	3	2	1	5	-2	-1.6	-4
O=C(Nc1c(C(=O)N2CCC(N3CCCCC3)CC2)oc2ccccc12)c1ccc(F)cc1	-5	-4	4	-3	2	1	5	0	-0.9	-6

Screening data from PubChem.

An excerpt; the hit share may differ from the screen's.
